M1 PAM parental: nonselective activator or artifact in parental CHO-K1 calcium assay; ATP EC20, Fluo-8 calcium fluorescence; 0% at ATP EC20, 100% at ATP max; activation, % at 3 µM; actives 0.02% (n = 360,000);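 active = activation above the run cutoff, the mean activation of all test compounds plus 3 SD, cut at about 40% in these data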;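 note: peak over basal fluorescence ratio in a 140 s read after ATP addition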
M4 antag: antagonists of human muscarinic M4 receptor (CHRM4). P08173. CHO-hM4 cells, ACh EC80, Fluo-8 calcium fluorescence. inhibition, % at 3 µM. actives 0.73% (n = 360,000). AID 624125;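 active = inhibition above its plate's cutoff, the mean inhibition of sample wells plus 3 SD, cut at about 27% in these data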;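 note: 0% = acetylcholine EC80 with DMSO and 100% = DMSO without agonist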
Target sequence (P08173 whole entry, looked up): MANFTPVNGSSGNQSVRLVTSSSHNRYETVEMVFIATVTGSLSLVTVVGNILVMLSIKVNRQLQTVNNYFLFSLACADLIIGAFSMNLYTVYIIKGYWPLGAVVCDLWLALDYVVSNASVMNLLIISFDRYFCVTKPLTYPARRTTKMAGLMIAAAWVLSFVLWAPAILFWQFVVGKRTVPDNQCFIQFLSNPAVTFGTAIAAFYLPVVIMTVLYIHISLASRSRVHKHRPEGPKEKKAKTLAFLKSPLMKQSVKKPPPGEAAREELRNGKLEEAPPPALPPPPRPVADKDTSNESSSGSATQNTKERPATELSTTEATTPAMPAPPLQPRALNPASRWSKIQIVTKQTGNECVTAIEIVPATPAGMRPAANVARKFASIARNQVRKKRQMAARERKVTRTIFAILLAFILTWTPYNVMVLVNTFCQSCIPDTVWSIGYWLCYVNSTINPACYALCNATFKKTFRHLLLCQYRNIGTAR
CHRM5 agonist: CHRM5 agonism in calcium assay; P08912; CHO-K1 hM5 cells, Fluo-8 calcium fluorescence; 0% DMSO wells, 100% maximal acetylcholine response; activation, % at 3 µM; actives 0.19% (n = 360,000);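 active = activation above the run's mean over test compounds plus 3 SD, cut at about 23% in these data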;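 note: signal is peak over basal fluorescence ratio across the kinetic read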
Target sequence (P08912 whole entry, looked up): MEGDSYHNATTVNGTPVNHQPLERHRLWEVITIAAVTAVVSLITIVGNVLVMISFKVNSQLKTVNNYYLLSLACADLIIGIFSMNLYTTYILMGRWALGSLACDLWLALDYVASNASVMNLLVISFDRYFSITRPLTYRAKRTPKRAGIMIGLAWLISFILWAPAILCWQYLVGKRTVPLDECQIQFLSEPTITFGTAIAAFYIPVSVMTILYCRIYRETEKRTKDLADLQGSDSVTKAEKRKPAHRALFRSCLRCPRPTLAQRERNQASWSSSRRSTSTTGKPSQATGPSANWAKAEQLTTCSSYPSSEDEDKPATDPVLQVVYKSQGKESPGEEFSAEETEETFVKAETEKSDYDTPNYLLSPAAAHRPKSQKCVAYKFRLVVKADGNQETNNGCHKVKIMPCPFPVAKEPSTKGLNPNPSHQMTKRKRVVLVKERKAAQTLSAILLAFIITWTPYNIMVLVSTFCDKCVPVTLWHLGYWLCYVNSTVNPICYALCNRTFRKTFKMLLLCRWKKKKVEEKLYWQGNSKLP
CHRM4 agonist: CHRM4 agonism in calcium assay | P08173 | CHO-K1 hM4/Gqi5, Fluo-8 calcium fluorescence; vehicle 0%, full acetylcholine response 100% | activation, % at 3 µM | actives 0.14% (n = 360,000);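 active = activation above the run mean over all test wells plus 3 SD, cut at about 32% in these data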;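 note: peak over basal fluorescence ratio per well then scaled between controls; 0% = DMSO wells and 100% = acetylcholine at EC100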
M1 ag parental: M1 agonist counterscreen hit in parental CHO-K1 cells | activation, % at 3 µM | actives 0.48% (n = 360,000) | AID 602248 | Fluo-8 calcium fluorescence; scaled to maximal ATP response, vehicle zero; in the data active = activation above about 15%;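 note: untransfected CHO-K1 host cells lacking M1 receptor as counterscreen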
CHRM5 PAM: potentiates acetylcholine response at human M5 receptor. P08912. CHO-K1 hM5, Fluo-8 calcium, ACh EC20 PAM; 0% = ACh EC20, 100% = ACh EC100. activation, % at 3 µM. actives 0.3% (n = 360,000);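 active = activation above the run cutoff, the mean activation of all test compounds plus 3 SD, cut at about 18% in these data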
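Probe or stimulus: acetylcholine, EC20 level; Assay system: human M5 receptor in CHO-K1 cells; Schedule: compound preincubation 140 s before EC20 acetylcholine addition; Technique: intracellular calcium via Fluo-8 fluorescence; Dosing: single-point, 3 µM nominal; Read-out basis: percent activation from peak-over-basal fluorescence ratio, scaled EC20-to-EC100 acetylcholine; Repeats: one well per compound, no replicates.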
M5 antag: antagonists of human muscarinic M5 receptor (CHRM5); P08912; CHO-hM5 cells, Fluo-8 calcium fluorescence, ACh EC80; inhibition, % at 3 µM; actives 0.59% (n = 360,000); AID 624040;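 active = inhibition above a per-plate cutoff, the mean of that plate's test compounds plus 3 SD, cut at about 27% in these data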;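 note: 0% = acetylcholine EC80 with DMSO and 100% = DMSO without agonist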
M4 PAM: positive allosteric modulators of human muscarinic M4 receptor | P08173 | CHO-K1 hM4/Gqi5, Fluo-8 calcium fluorescence, ACh EC20; 0% = ACh EC20, 100% = maximal ACh | activation, % at 3 µM | actives 0.4% (n = 360,000);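 active = activation above its plate's cutoff, the mean activation of sample wells plus 3 SD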; note: some results filed as inactive read as strong as hits
CHO-K1 Ca antag: nonselective inhibitor or artifact in parental CHO-K1 cells; ATP-induced calcium, Fluo-8 fluorescence; inhibition, % at 3 µM; actives 0.6% (n = 360,000);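 active = inhibition above a per-plate cutoff, the plate's mean sample inhibition plus 3 SD, cut at about 24% in these data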;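 note: 0% = DMSO plus EC80 ATP and 100% = DMSO alone without ATP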
* marks the source's active call; other numbers are inactive results.

mol,M1 PAM parental,M4 antag,CHRM5 agonist,CHRM4 agonist,M1 ag parental,CHRM5 PAM,M5 antag,M4 PAM,CHO-K1 Ca antag
Cc1nc2c(=O)n(-c3ccc(F)c(Cl)c3)nc(C)c2s1,5,-1,1,0,0.1,9,-17,5,-18
Cc1cccc(C(=O)NCc2nnc(SCC(=O)Nc3nncs3)n2C)c1,16,-17,0,2,0.8,8,-17,9,-16
C[C@@H]1CC=C[C@H]2[C@H]1C(=O)N(Cc1ccccc1)[C@H]2c1ccc(-c2cc3ccccc3s2)cc1F,-2,-20,0,2,0.0,-2,-2,13,-8
O=C(C[n+]1cccc(CO)c1)Nc1nc2ccccc2s1,13,7,-1,0,0.9,0,6,-1,-14
COc1cc(C(=O)NCC(=O)N/N=C/c2ccco2)cc(OC)c1OC,8,-6,-3,2,-0.3,0,2,5,-12
COc1ccc(NC(C)c2cc(Cl)ccc2O)cc1 (configuration not stated),17,-8,-8,0,0.2,0,-8,-7,-12
O=C(c1ccc(Cl)cc1)C1CCN(C(=S)Nc2ccccc2)CC1,-14,-7,1,1,0.8,2,3,4,11
Cc1ccnc(NC(=O)CNC(=O)c2ccc3c(c2)OCO3)c1,-20,-2,-2,1,0.1,2,5,19,4
CCOc1ccc(-n2c(SCC(=O)Nc3ccc(OC)cc3)nc3c(c2=O)SCC3)cc1,17,6,-3,-1,-0.1,7,7,8,-14
CCc1ccc(-c2cc(C)no2)cc1S(=O)(=O)N1CCN(c2ccccn2)CC1,5,-9,0,6,1.2,1,0,-10,-10
CCCn1nc(C(=O)Nc2ccc(N3CCOCC3)cc2)c2ccccc2c1=O,4,1,4,1,0.4,2,10,1,-6
O=C(Cn1nnc2ccccc21)C1CC1,5,-1,-1,0,0.6,-5,2,-3,-7
CCc1ccccc1NC(=O)c1cc([N+](=O)[O-])ccc1N1CCOCC1,-3,4,2,0,0.3,-4,1,-7,2
Cc1ccc(S(=O)(=O)Nc2cc(C)nn2-c2ccccc2)cc1,7,4,-1,1,0.4,0,-2,-1,-6
Cc1ccnc(NC(=O)c2cccc(NS(=O)(=O)c3ccccc3C)c2)c1,-4,4,-6,3,0.1,-2,3,4,-2
COC(=O)c1ccc(COc2ccccc2/C=N/NS(=O)(=O)c2ccc(C)cc2)cc1,15,5,2,0,0.5,0,-10,0,-9
Cc1ccc(Cl)cc1N1CCN(C(=O)C(=O)N2CCCCC2)CC1,-3,6,0,2,0.4,-1,1,3,22
CCCN(CCC)CCCNC(=O)c1cc2c(=O)n(CC)c3ccccc3c2s1,-6,1,-6,1,0.7,9,0,-4,-9
COC(=O)c1sccc1NC(=O)c1c(-c2ccccc2)noc1C,18,-4,-1,-1,-0.5,2,-1,11,-12
C[C@H](CO)N1C[C@H](C)[C@@H](CN(C)C(=O)Nc2ccc3c(c2)OCO3)Oc2ccc(NC(=O)Cc3ccccc3)cc2C1=O,6,9,-2,2,0.0,-9,9,14,-7

Following part:
mol,M1 PAM parental,M4 antag,CHRM5 agonist,CHRM4 agonist,M1 ag parental,CHRM5 PAM,M5 antag,M4 PAM,CHO-K1 Ca antag
c1csc(-c2nc(N3CCCCC3)no2)c1,-20,5,-1,1,0.1,1,6,-2,0
CC(O)(c1cccnc1)c1nc(-c2ccc(F)c(Cl)c2)cs1 (configuration not stated),-12,12,5,9,7.2,-9,19,-5,15
COc1ccc(-n2c(=S)[nH]c3c(oc4ccccc43)c2=O)cc1,5,0,0,1,0.0,1,-4,-4,0
Cn1c(SCC(=O)NCCNC(=O)CSc2nnc(C(F)(F)F)n2C)nnc1C(F)(F)F,10,-4,-1,1,-0.3,2,-4,5,-8
COc1ccc(CC(=O)N2CCC(n3nccc3NC(=O)C3CCOC3)CC2)cc1 (configuration not stated),12,-8,-4,1,0.3,-4,3,7,-10
CCOC(=O)C1CCCN(S(=O)(=O)Cc2ccccc2Cl)C1 (configuration not stated),7,3,-3,1,0.2,-4,16,0,-5
COc1ccc(C(CNS(=O)(=O)c2cccc(F)c2)N2CCCC2)cc1 (configuration not stated),-5,-7,-5,-1,0.8,7,8,0,-6
O=C(NC(=O)N1CCN(c2ccc(F)cc2)CC1)c1ccccc1,16,-2,3,1,1.2,-3,3,6,-37
Cc1c(NC(=S)NC(NC(=O)CC(C)C)C(Cl)(Cl)Cl)c(=O)n(-c2ccccc2)n1C (configuration not stated),13,-2,-1,1,0.6,1,0,-3,-13
COc1ccc(CCNC(=O)C2CC(=O)N(c3ccc(Br)cc3)C2)cc1OC (configuration not stated),17,-9,1,2,0.4,-5,3,5,-14
Cc1nc(-c2ccc(NC(=O)c3ccc(Br)o3)cc2)cs1,4,-11,4,5,8.4,6,8,0,6
N/C(=N\OC(=O)c1cccc2ccccc12)c1ccccn1,-10,-3,-1,0,-0.5,11,-13,-6,6
CS(=O)(=O)N(CC(=O)NCc1ccncc1)c1ccc(F)c(Cl)c1,-7,-3,-7,0,-0.3,8,-10,2,5
Cc1ccc(C)c(N(CC(=O)NC2CCCC2)C(=O)CCCC(=O)Nc2ccccn2)c1,1,5,0,0,-0.2,-2,3,-6,7
CCOC(=O)c1[nH]c2ccc(F)cc2c1N=C(C)N(CC)CC,9,-2,-4,3,2.1,3,-2,1,-6
Cc1[nH]c2ccc(C(=O)OC(C)C(=O)NCc3ccccc3)cc2c1C (configuration not stated),-6,8,-5,1,0.5,3,-1,-7,-1
COC(=O)C1=C(O)/C(=C\c2cc(C)n(-c3ccccc3F)c2C)N=C1C,7,2,3,-2,1.2,2,-15,-4,1
CCn1nc(NS(=O)(=O)c2ccc(NC(C)=O)cc2)c2cc3cccc(C)c3nc21,3,12,-1,2,1.1,11,-10,1,-10
COc1ccc(C(=O)NNC(=O)Cc2ccc(-c3ccccc3)cc2)cc1OC,-6,-2,-6,1,0.3,-4,7,-1,6
Cc1cccc(C(=O)OCC(=O)c2c(N)n(CC(C)C)c(=O)n(C)c2=O)c1[N+](=O)[O-],0,1,12,20,14,-18,13,-5,2

Remaining list, next part.
mol,M1 PAM parental,M4 antag,CHRM5 agonist,CHRM4 agonist,M1 ag parental,CHRM5 PAM,M5 antag,M4 PAM,CHO-K1 Ca antag
CCc1cccc(OCC2Cn3c(nc4c3c(=O)[nH]c(=O)n4C)O2)c1 (configuration not stated),15,-1,-1,2,0.9,-3,-2,1,-11
CC(C)CC1C(=O)N(Cc2cn(Cc3ccco3)nn2)CCS(=O)(=O)N1Cc1ccc(-c2ccc(F)nc2)cc1 (configuration not stated),17,7,0,19,4.8,-7,10,-9,0
Cc1noc(NS(=O)(=O)c2ccc(NC(=O)COc3ccc(C#N)cc3)cc2)c1C,-10,-7,4,1,-0.5,0,7,4,11
COc1cccc(-c2cc(C(=O)N3CC4(C)CC3CC(C)(C)C4)no2)c1 (configuration not stated),-3,-5,-3,-2,-0.3,3,-10,-4,-5
O=C(NCCOc1nc(N2CCOCC2)nc(N2CCOCC2)n1)Nc1ccccc1,2,0,1,-1,-0.5,4,-1,4,2
O=C(NC(=S)N1CCN(c2ccc(Cl)cc2[N+](=O)[O-])CC1)c1cccs1,18,-1,-5,-1,0.8,-5,-3,9,-15
CCC(CC)C(=O)Nc1nc(-c2ccc3c(c2)CCN3C(=O)C2CC2)c(C)s1,-3,5,-1,3,1.1,-3,1,5,5
Cc1onc(-c2ccccc2Cl)c1C(=O)OCC(=O)c1ccc2c(c1)OCCO2,-2,2,-3,2,0.2,-4,-1,-6,-2
COc1ccc(NC(=O)CN(C)C(=O)CN2C(=O)c3ccc([N+](=O)[O-])cc3C2=O)cc1,10,-4,0,1,1.3,-3,6,2,-9
CC(O)CNCCOc1ccccc1OCc1ccccc1 (configuration not stated),8,-5,-7,1,4.9,5,-2,-4,-8
Cc1ccc(S(=O)(=O)NCC(c2ccco2)S(=O)(=O)c2ccccc2)cc1 (configuration not stated),24,-4,1,5,2.3,5,-2,-7,1
O=C(NCC1CCCO1)C(c1ccncc1)N(Cc1cccs1)C(=O)Cn1nnc(-c2ccc(F)cc2)n1 (configuration not stated),21,-4,-6,3,0.5,-2,5,-1,-11
CC1=NN(C(=O)Cc2ccc(C)cc2)C(O)(c2cccnc2)C1 (configuration not stated),9,-2,-2,1,7.3,-3,1,4,4
COc1ccc(CNC(=O)COC(=O)CNC(=O)c2sc3ccccc3c2Cl)cc1OC,-21,0,2,4,1.2,0,10,-2,12
Cc1nn(CC(=O)N(C)C2CCC(C)CC2)c(C)c1S(=O)(=O)N(C)C (configuration not stated),9,7,4,2,0.2,-2,5,2,-13
Cn1c(=O)c2c(nc(NCc3ccccc3)n2CCCc2ccccc2)n(C)c1=O,20,-7,4,5,2.7,-7,8,5,1
COc1ccc(C(=O)OCc2csc(C)n2)c(O)c1,27,-12,-2,2,1.2,2,4,2,-14
O=C(Nc1ccc2c(c1)CCCN2C(=O)c1ccccc1)c1ccccc1Br,5,12,-1,17,9.5,-9,17,-10,-5
Cc1cc(C(=O)NNC(=O)Cc2ccc(Cl)cc2)c(C)o1,-8,5,0,1,0.9,-4,4,4,-6
COc1ccccc1C(=O)Nc1nc2ccccc2s1,15,-1,-7,3,1.0,6,-5,1,-3

Other records
mol,M1 PAM parental,M4 antag,CHRM5 agonist,CHRM4 agonist,M1 ag parental,CHRM5 PAM,M5 antag,M4 PAM,CHO-K1 Ca antag
O=C(NC1CCCCC1)c1cccc(OCc2ccccc2)c1,13,-6,-3,1,1.1,0,-1,11,-8
CC1=NC(C)(C)CC2CCC(O)C12 (configuration not stated),6,-2,2,0,2.3,-3,13,3,-10
N#Cc1c(Cl)cccc1-n1ccnc1,-5,6,1,1,-0.1,-1,-5,20,6
NS(=O)(=O)c1ccc(CNC(=O)c2cc(-c3cccnc3)nc3ccc(Cl)cc23)cc1,2,3,0,1,0.7,-3,6,5,0
CC1(C(=O)NS(=O)(=O)c2ccccc2Cl)CCN1C(=O)CC1CCCC1 (configuration not stated),-4,-11,1,1,-0.1,0,2,15*,-15
Cc1ccc(-c2ccnc3c(Cl)c(C)nn23)cc1,6,5,-2,-2,1.3,1,-6,1,-14
CCOC(=O)c1c(SC)nc(SC)c2c1CCC2,16,-10,1,-1,-0.3,5,-12,15,-8
CC(=O)c1cccc(OCC(=O)N2CCN(c3ccc(C(F)(F)F)cn3)CC2)c1,2,8,6,11,12,-10,7,-14,-8
CC1(c2nnnn2-c2ccc3c(c2)OCCO3)CCC(=O)N1CCCN1CCOCC1 (configuration not stated),1,2,-1,0,0.2,14,-11,-2,-8
CC(=O)OC(C(=O)NCc1ccc2c(c1)OCO2)c1ccccc1Cl (configuration not stated),10,12,-1,0,0.0,-12,8,1,0
CC(=O)n1cc([C@H]2C=C(C(=O)O)O[C@@H](OCCCCO)C2)c2ccccc21,14,-3,-4,1,0.2,0,3,11,-17
O=C(CSc1nnc(-c2ccc(OC(F)F)cc2)o1)N1CCOCC1,-4,-2,3,3,1.7,-2,3,1,-11
COC(=O)c1sccc1NC(=O)c1c(C)noc1C,6,4,0,1,0.4,6,-11,2,-15

Profiles, looked up by structure. Values in the order: M1 PAM parental, M4 antag, CHRM5 agonist, CHRM4 agonist, M1 ag parental, CHRM5 PAM, M5 antag, M4 PAM, CHO-K1 Ca antag
Cc1onc(-c2ccccc2Cl)c1C(=O)OCC(=O)c1ccc2c(c1)OCCO2 as listed: -2, 2, -3, 2, 0.2, -4, -1, -6, -2
CC(O)(c1cccnc1)c1nc(-c2ccc(F)c(Cl)c2)cs1 (configuration not stated) as listed: -12, 12, 5, 9, 7.2, -9, 19, -5, 15

Not a hit list; 2.7% or so of the library scored in one or more.
